# From PubChem
# MEKK2mut PB1 HTS = MEK5 binding signal on mutant MEKK2 PB1, primary screen, biochemical, multiplex bead flow cytometry, Alexa488-MEK5. Alexa488-MEK5 binding to MEKK2 mutant. percent response, % at 10 µM. 0.35% of 290,000 active. AID 1530, 2009; in the data active means percent response above about 24%, passing the limit was not always enough; further: inactives centre near 1; some results filed as inactive read as strong as hits; reference of the scale not given here
# OXTR ag = human OXTR agonists, primary screen, fluorescence, CHO-OTR cells, Fluo-8 calcium | Fluo-8 calcium fluorescence; normalized: DMSO 0%, oxytocin 100% | activation, % at 3 µM | 0.32% of 320,000 active | AID 2435, 2010;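 active means activation above the mean of all tested compounds plus 3 SD, cutoff set per screening run, cut at about 20% in these data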;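 further: peak over basal fluorescence ratio from a 100 s FLIPR kinetic read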
# Target sequence (P30559 whole entry, looked up): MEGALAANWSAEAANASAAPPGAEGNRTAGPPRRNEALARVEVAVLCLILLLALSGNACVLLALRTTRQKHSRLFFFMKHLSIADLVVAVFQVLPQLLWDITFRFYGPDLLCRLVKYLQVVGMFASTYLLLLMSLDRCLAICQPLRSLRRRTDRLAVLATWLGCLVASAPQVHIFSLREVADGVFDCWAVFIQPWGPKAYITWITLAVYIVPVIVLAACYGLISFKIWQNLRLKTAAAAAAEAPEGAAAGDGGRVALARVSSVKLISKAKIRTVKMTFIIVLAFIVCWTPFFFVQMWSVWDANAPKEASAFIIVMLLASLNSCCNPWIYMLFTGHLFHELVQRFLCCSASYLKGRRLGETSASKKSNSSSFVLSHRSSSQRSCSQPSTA
# V1aR counter = agonists of human V1a receptor, primary screen, counter-screen for OXTR agonist project, fluorescence, CHO-V1R cells; Vasopressin V1a receptor (Homo sapiens), P37288; activation, % at 3 µM; Fluo-8 calcium fluorescence, agonist mode; 0% DMSO, 100% 3 nM vasopressin; 0.25% of 320,000 active;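 active means activation above the mean activation of all tested compounds plus 3 SD, per screening run, cut at about 20% in these data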;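 further: signal is peak over basal fluorescence ratio across a 100 second FLIPR read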
# MEKK2 WT-MEK5 = modulators of MEK5 binding to wildtype MEKK2, primary screen, biochemical, multiplex bead flow cytometry, Alexa488-MEK5 | Alexa488-MEK5 binding to MEKK2 WT; actives lie on both sides | binding response (% of control), % at 10 µM | 1.1% of 290,000 active | AID 1531, 2009; in the data active means binding response below about 67% or above about 130%
# GPR7 antag = GPR7 receptor antagonists, primary screen, cell-based, fluorescence, single concentration. Neuropeptides B/W receptor type 1 (Homo sapiens), P48145. GPR7-expressing cells, fluorescence antagonist assay. inhibition, % at 4.4 µM. 1.1% of 290,000 active; in the data active means inhibition above about 16%, passing the limit was not always enough;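 further: cells stimulated with the agonist NPW; 0% = agonist with vehicle and 100% = vehicle without agonist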
# NALP1 inh = NALP1 inflammasome inhibitors in reconstituted yeast, colorimetric, S. cerevisiae, triplicate retest. S. cerevisiae NALP1/ASC/caspase-1 growth, X-gal OD620, 72 h. inhibition, % at 10 µM. 0.61% of 280,000 active; in the data active means inhibition mostly above about 24%, no sharp cut-off; inactive means mostly below about 32%; further: some compounds called inactive have numbers as strong as hits
# GalR3 antagonist = GalR3 antagonists in HEK293 cells, primary screen, cell-based, fluorescence readout | HEK293 GalR3-CNG cAMP membrane potential fluorescence; galR3 body fused to GalR1 C-terminus | inhibition, % at 3 µM | 0.44% of 360,000 active;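 active means inhibition above the screen-wide average plus 3 SD, cut at about 13% in these data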;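 further: forskolin and galanin both at EC90 stimulate the cells; cAMP rise reported by CNG channel membrane potential dye signal; 0% = forskolin plus galanin with DMSO and 100% = forskolin alone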
# PHOSPHO1 block = PubChem AID 1565. Phosphoethanolamine/phosphocholine phosphatase (Homo sapiens), Q8TCT1. recombinant PHOSPHO1, absorbance phosphatase assay. inhibition, % at 13.3 µM. 1.1% of 290,000 active; in the data active means inhibition above about 60%
# MEKK3 PB1 HTS = modulators of MEKK3-MEK5 PB1 binding, primary screen, biochemical, wildtype MEKK3, multiplex bead flow cytometry, Alexa488-MEK5; bead-based flow cytometry, Alexa488-MEK5 binding to MEKK3; actives lie on both sides; 0 = blocked by unlabeled MEK5, 100 = vehicle; binding response (% of control), % at 10 µM; 1.4% of 290,000 active;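 active means binding response more than 3 SD above or below the average of its plate-row segment, actives on both sides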;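 further: Alexa488 bead fluorescence after subtracting the streptavidin-only scavenger bead signal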
# Target sequence (Q99759 whole entry, looked up): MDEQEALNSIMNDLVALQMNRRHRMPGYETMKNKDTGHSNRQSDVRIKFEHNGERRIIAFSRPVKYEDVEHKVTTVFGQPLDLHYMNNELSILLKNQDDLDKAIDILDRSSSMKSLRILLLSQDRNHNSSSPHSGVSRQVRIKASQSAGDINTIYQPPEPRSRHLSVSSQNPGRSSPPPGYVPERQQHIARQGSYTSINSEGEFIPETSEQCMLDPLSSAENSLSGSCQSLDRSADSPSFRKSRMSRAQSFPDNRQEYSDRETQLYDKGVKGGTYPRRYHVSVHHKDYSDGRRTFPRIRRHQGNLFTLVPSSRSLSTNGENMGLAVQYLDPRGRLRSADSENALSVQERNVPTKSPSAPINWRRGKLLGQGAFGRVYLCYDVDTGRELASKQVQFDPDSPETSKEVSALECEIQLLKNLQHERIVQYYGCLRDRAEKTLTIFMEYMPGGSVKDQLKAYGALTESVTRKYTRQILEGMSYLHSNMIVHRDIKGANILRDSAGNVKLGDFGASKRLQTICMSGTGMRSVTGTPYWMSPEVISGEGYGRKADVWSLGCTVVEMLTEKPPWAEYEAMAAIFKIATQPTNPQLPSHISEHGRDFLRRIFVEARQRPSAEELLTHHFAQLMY
# Active calls of the source: *; / = no result given.
SMILES,MEKK2mut PB1 HTS,OXTR ag,V1aR counter,MEKK2 WT-MEK5,GPR7 antag,NALP1 inh,GalR3 antagonist,PHOSPHO1 block,MEKK3 PB1 HTS
COc1ccccc1N1CCN(C(=O)c2ccccc2N(C)S(=O)(=O)c2ccc(C)cc2)CC1,7,-0.1,5.2,104,-19,3,1,38,100
CN(C)CCNC(=O)Cc1ncc(C(F)(F)F)cc1Cl,-2,1.0,-1.0,102,-4,-8,-6,24,107
Cc1cc2nc3c(c(=O)n2[nH]1)CCCC3,9,1.6,0.1,106,-9,14,-5,31,106
CC(C)(C)NC(=O)C(c1ccc(O)cc1)N(Cc1ccco1)C(=O)CCC(=O)Nc1ccccn1 (configuration not stated),-1,-0.4,0.4,96,-18,-2,-9,26,97
O=C(NCCc1ccccc1)c1ccc(Br)o1,3,-0.7,-0.6,101,-2,6,-2,-2,103
Cc1nc2ccccc2nc(C)c1=NOCc1ccc(Cl)cc1Cl,-3,-2.0,0.8,96,-5,38,-10,-7,98
O=C(c1ccccc1)N1N=C(c2ccc(F)cc2)CC1(O)C(F)(F)F (configuration not stated),0,-0.9,-1.1,102,-24,-5,-9,/,98
COc1ccc(CN2CCC(n3nccc3NC(=O)CCOc3ccccc3)CC2)cc1C,15,0.4,2.9,131,-3,-2,-5,23,103
O=C(CSc1nncn1-c1ccccc1)NC1CCCC1,8,0.5,0.6,105,-2,-12,8,/,103
O=C(CN1CCC(C(=O)c2ccc(Cl)cc2)CC1)Nc1ccc2c(c1)OCCO2,3,3.2,3.6,107,-7,1,-3,2,99
COC(=O)c1ccc(SC)cn1,-1,0.3,0.1,107,-9,19,-3,7,99
O=C(CN(Cc1ccco1)C(=O)CNS(=O)(=O)c1ccc(Cl)cc1)NCC1CCCO1 (configuration not stated),23,0.0,-0.2,111,-14,/,-4,38,122
Cc1ccc(-n2nc3c(c2NC(=O)c2c(-c4ccccc4Cl)noc2C)CS(=O)(=O)C3)c(C)c1,/,-1.1,0.1,/,5,24,-6,-10,/
COc1ccc(NC(=O)c2cccc(N3C(=O)C4C5C=CC(C6CC56)C4C3=O)c2)c(OC)c1 (configuration not stated),4,-0.8,1.5,107,-13,13,-3,7,103
O=C(CN1C(=O)c2ccccc2S1(=O)=O)c1ccc2c(c1)OCCO2,0,2.3,0.9,102,-15,20,-6,16,105
COc1ccc(S(=O)(=O)CCC(=O)Nc2c(C)n(C)n(-c3ccccc3)c2=O)cc1,1,0.5,-0.2,99,-15,4,-1,-6,98
O=C(O)c1cccc(S(=O)(=O)NCCC(c2ccccc2)c2ccccc2)c1,-10,-0.9,-0.8,87,1,-37,-7,40,84
CCCCNC(=O)[C@@H]1CC=C[C@@H]2CCN(Cc3ccc(Cl)c(Cl)c3)C(=O)[C@@H]21,0,-1.1,0.9,97,/,/,-2,/,94
Cc1cc(=O)n(C2CCS(=O)(=O)C2)[nH]1 (configuration not stated),-9,1.1,1.8,89,4,-10,-1,36,103
Cc1csc(SCC(=O)Nc2cccc3nsnc23)n1,0,-2.6,-1.4,96,-6,33,2,18,101
CCc1ccccc1NC(=S)N(CCCN1CCOCC1)Cc1ccccn1,-2,0.6,0.4,100,0,3,2,7,109
CC(=O)Nc1ccc(N2CC(C)(C)C2=O)cc1,-7,0.6,-0.1,90,-3,3,-2,32,97
CCc1ccc(NC(=O)c2ccc(OC)c([N+](=O)[O-])c2)cc1,3,-2.1,1.6,113,-8,37,-1,8,102
O=C(CN(Cc1ccco1)S(=O)(=O)c1ccccc1)N/N=C/c1cccc(O)c1,15,0.5,1.1,106,-4,17,1,16,103
Cc1ccnc(Nc2nc(-c3ccc(Cl)cc3)cs2)c1,1,0.2,1.3,107,-12,11,-14,14,99
# Continued:
SMILES,MEKK2mut PB1 HTS,OXTR ag,V1aR counter,MEKK2 WT-MEK5,GPR7 antag,NALP1 inh,GalR3 antagonist,PHOSPHO1 block,MEKK3 PB1 HTS
O=[N+]([O-])c1cc(Cl)cc(/C=N/n2cnnc2)c1O,0,1.3,0.6,94,-12,-7,-4,-56,101
CCOC(=O)C1(Cc2ccccc2C)CCCN(C(=O)CCC(=O)OC)C1 (configuration not stated),9,-0.5,0.7,113,-11,-27,1,34,107
Cc1nc2ccc(N3C(=O)CCC3=O)cc2[nH]1,10,-0.1,0.5,109,-10,15,-2,-14,104
CCN1CCN(C(=O)c2cc3c(=O)n4ccccc4nc3s2)CC1,-1,0.0,0.0,99,-13,7,-6,36,102
O=C(CN1C(=O)/C(=C\c2ccc(C(F)(F)F)cc2)Sc2ccccc21)NCc1ccco1,-2,-0.8,0.2,93,5,9,-3,-19,95
O=C(CN1CCN(C(=O)c2ccco2)CC1)Nc1ccccc1-c1ccccc1,3,-0.4,-0.5,114,-11,20,-1,6,112
O=C(NC1CC2CCC1C2)C1COc2ccccc2O1 (configuration not stated),1,-1.2,-0.6,88,-9,10,-3,6,95
COC(=O)CCc1c(COC(C)=O)[nH]c(C(=O)OCc2ccccc2)c1C,6,0.4,0.8,106,2,-1,-10,28,106
O=C(/C=C/c1ccco1)NCC(=O)N/N=C/c1ccc([N+](=O)[O-])cc1,-2,-0.6,-0.8,97,-7,5,-5,36,107
CC(C)C(OC(=O)c1oc2ccccc2c1CSC1CCCCC1)C(=O)NC(N)=O (configuration not stated),-5,0.1,-0.1,96,-26,6,/,44,98
Cc1cccc(N(CC(=O)NCc2ccc(F)cc2)C(=O)c2csnn2)c1C,7,0.1,0.3,107,2,1,-3,48,104
CCOC(=O)Cn1cnc2c(nnn2-c2cccc(OC)c2)c1=O,9,-0.1,-0.3,115,-2,2,2,39,105
COCc1c(C(=O)OCC(=O)N2c3ccccc3CC2C)oc2ccccc12 (configuration not stated),2,-2.1,-0.6,104,-3,12,-3,-4,99
O=C(Cn1nnc(-c2cccs2)n1)N1CCOCC1,5,-0.1,0.7,109,-4,30,-4,-17,106
CC(=O)Nc1c(C)nn(-c2ccc(C)c(C)c2)c1C,2,0.2,-0.7,102,-14,19,3,50,103
COc1ccc(C(=O)NC2CC2)cc1OC1CCN(Cc2ccc(Cl)cc2)CC1,6,0.8,3.0,108,1,9,/,51,108
CCOc1ccc(N2C(=O)/C(=C/c3ccccc3)N=C2SC)cc1,-10,0.3,0.4,87,-20,7,-6,-8,98
CCC(C)[C@H](NC(=O)[C@@H]1CSC2c3ccccc3C(=O)N21)C(=O)NCc1ccncc1 (some centres not stated),1,-0.9,-0.8,98,-13,16,0,44,100
CCN(CC)c1ccc(-c2nc3cnccn3c2NC2CCCC2)cc1,-1,2.3,4.7,65,-21,13,-4,62*,97
Cc1ccc(CSCC(=O)N2CCOCC2)cc1,17,-0.9,0.3,109,-6,-9,-2,18,107
CCCc1nc2ccc(NC(C)=O)cc2c(=O)n1Cc1cccc(Cl)c1,4,-0.4,1.4,99,-16,5,-5,/,102
COc1cc(NC(=O)COC(=O)c2ccc(C)c(S(=O)(=O)N3CCCCC3)c2)c(C)cc1[N+](=O)[O-],0,-0.8,1.2,108,-13,/,-4,1,146*
O=C(CN1C(=O)C2C3C=CC(C3)C2C1=O)NCc1ccco1 (configuration not stated),1,-0.2,1.3,97,-1,-74,2,-8,95
NS(=O)(=O)c1ccc(CNC(=O)c2cc(=O)c3ccccc3o2)cc1,8,1.0,0.2,107,-11,-2,-10,18,104
O=C(c1ccco1)c1coc2c1cc(O)c1ccccc12,-7,0.6,0.5,88,-4,-2,-9,50,99

# Part of the list above in order of formula weight, rising:
SMILES,MEKK2mut PB1 HTS,OXTR ag,V1aR counter,MEKK2 WT-MEK5,GPR7 antag,NALP1 inh,GalR3 antagonist,PHOSPHO1 block,MEKK3 PB1 HTS
Cc1nc2ccc(N3C(=O)CCC3=O)cc2[nH]1,10,-0.1,0.5,109,-10,15,-2,-14,104
CC(=O)Nc1c(C)nn(-c2ccc(C)c(C)c2)c1C,2,0.2,-0.7,102,-14,19,3,50,103
O=C(NC1CC2CCC1C2)C1COc2ccccc2O1 (configuration not stated),1,-1.2,-0.6,88,-9,10,-3,6,95
O=C(Cn1nnc(-c2cccs2)n1)N1CCOCC1,5,-0.1,0.7,109,-4,30,-4,-17,106
O=C(CN1C(=O)C2C3C=CC(C3)C2C1=O)NCc1ccco1 (configuration not stated),1,-0.2,1.3,97,-1,-74,2,-8,95
CCOC(=O)Cn1cnc2c(nnn2-c2cccc(OC)c2)c1=O,9,-0.1,-0.3,115,-2,2,2,39,105
CCOc1ccc(N2C(=O)/C(=C/c3ccccc3)N=C2SC)cc1,-10,0.3,0.4,87,-20,7,-6,-8,98
CCN1CCN(C(=O)c2cc3c(=O)n4ccccc4nc3s2)CC1,-1,0.0,0.0,99,-13,7,-6,36,102
COCc1c(C(=O)OCC(=O)N2c3ccccc3CC2C)oc2ccccc12 (configuration not stated),2,-2.1,-0.6,104,-3,12,-3,-4,99
Cc1cccc(N(CC(=O)NCc2ccc(F)cc2)C(=O)c2csnn2)c1C,7,0.1,0.3,107,2,1,-3,48,104
CCC(C)[C@H](NC(=O)[C@@H]1CSC2c3ccccc3C(=O)N21)C(=O)NCc1ccncc1 (some centres not stated),1,-0.9,-0.8,98,-13,16,0,44,100
COc1cc(NC(=O)COC(=O)c2ccc(C)c(S(=O)(=O)N3CCCCC3)c2)c(C)cc1[N+](=O)[O-],0,-0.8,1.2,108,-13,/,-4,1,146*

# (listing goes on)
SMILES,MEKK2mut PB1 HTS,OXTR ag,V1aR counter,MEKK2 WT-MEK5,GPR7 antag,NALP1 inh,GalR3 antagonist,PHOSPHO1 block,MEKK3 PB1 HTS
COc1ccc(N2CCC(CNC(=O)Nc3ccc(C)c(C)c3)C2)cc1 (configuration not stated),-4,-1.4,0.1,98,-8,37,-3,-11,109
C=CCNc1sc(C(=O)c2cccs2)c(N)c1C#N,-2,0.8,0.3,99,5,6,-6,-18,100
Cc1cc(C(=O)OCC(=O)N2c3ccccc3NC(=O)C2(C)C)c(C)n1-c1ccccc1,-1,-1.5,2.1,99,-11,/,-5,2,130*
N/C(=N\OC(=O)c1ccccc1)c1ccn[nH]1,1,-1.0,-0.1,103,-9,8,-2,38,102
O=S(=O)(c1ccc(F)cc1)N1CCN(c2ccc(-c3ccccc3)nn2)CC1,-4,0.2,-0.6,98,-2,6,-8,9,103
O=c1cc(CO)oc(C(Nc2ccccn2)c2ccccc2Cl)c1O (configuration not stated),-1,0.9,0.4,103,-9,10,1,2,101
CC(=O)CCC(=O)N1CCCC(N2CCN(c3cccc(Cl)c3)CC2)C1 (configuration not stated),11,-0.6,0.8,114,-13,10,-6,25,104
O=C(NC12CC3CC(CC(C3)C1)C2)c1cncc(O)c1,-1,1.0,1.5,93,-8,2,-4,-7,102
CCOC(=O)c1ccc(NC(=O)c2ccccc2[N+](=O)[O-])cc1,-2,0.5,1.7,94,1,3,0,-2,98
